TRPML3 ag: human mucolipin-3 channel agonism | activation, % at 3 µM | 0.29% of 220,000 active | HEK293 TRPML3-YFP, Fluo-8 calcium fluorescence; 100% = the carbachol control signal | AID 1448;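 active = activation above its plate's cutoff, the mean activation of the plate's test wells plus 3 SD, cut at about 12% in these data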;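 also: 0% = DMSO only wells and 100% = carbachol wells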
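system = HEK293 cells stably carrying human TRPML3-YFP | doses = one concentration, 3 µM nominal, 0.3% DMSO | timing = dye loading 1 h 37 °C then 30 min ambient, 125 s read | detection = Fluo-8 calcium dye fluorescence, ex 470-495, em 515-575 nm | benchmarks = high control carbachol 87 µM, low control DMSO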
EP2 antag: inhibitors of human EP2 prostaglandin E2 receptor; 0.52% of 260,000 active; P43116; AID 1422; inhibition, % at 25 µM; C6 glioma cells expressing human EP2, cAMP TR-FRET; cells stimulated with saturating PGE2;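 active = percent inhibition above 40 after rounding to a whole number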;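 also: rat C6 glioma host cells with rolipram phosphodiesterase inhibitor present; the protocol text gives 20 µM as final concentration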
Target sequence (P43116 whole entry, looked up): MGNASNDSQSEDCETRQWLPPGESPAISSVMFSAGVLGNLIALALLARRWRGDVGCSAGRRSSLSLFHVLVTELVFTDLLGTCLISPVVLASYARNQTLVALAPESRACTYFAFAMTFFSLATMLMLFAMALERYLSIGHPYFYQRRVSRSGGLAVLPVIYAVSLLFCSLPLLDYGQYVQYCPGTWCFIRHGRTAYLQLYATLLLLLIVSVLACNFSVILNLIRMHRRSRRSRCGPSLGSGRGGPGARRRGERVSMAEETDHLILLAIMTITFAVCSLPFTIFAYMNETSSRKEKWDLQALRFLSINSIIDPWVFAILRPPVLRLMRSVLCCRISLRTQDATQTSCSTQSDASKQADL
NPY-Y1 antag: NPY-Y1 (human) receptor antagonism. P25929. HEK293-CNG Y1 cells, membrane potential fluorescence; NPY at EC95, then isoproterenol. inhibition, % at 3.6 µM. 1% of 200,000 active. AID 1040;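 active = inhibition above the campaign mean inhibition of all tested compounds plus 3 SD, cut at about 20% in these data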;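 also: 0% = DMSO wells given NPY plus isoproterenol and 100% = isoproterenol alone without NPY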
Target sequence (P25929 whole entry, looked up): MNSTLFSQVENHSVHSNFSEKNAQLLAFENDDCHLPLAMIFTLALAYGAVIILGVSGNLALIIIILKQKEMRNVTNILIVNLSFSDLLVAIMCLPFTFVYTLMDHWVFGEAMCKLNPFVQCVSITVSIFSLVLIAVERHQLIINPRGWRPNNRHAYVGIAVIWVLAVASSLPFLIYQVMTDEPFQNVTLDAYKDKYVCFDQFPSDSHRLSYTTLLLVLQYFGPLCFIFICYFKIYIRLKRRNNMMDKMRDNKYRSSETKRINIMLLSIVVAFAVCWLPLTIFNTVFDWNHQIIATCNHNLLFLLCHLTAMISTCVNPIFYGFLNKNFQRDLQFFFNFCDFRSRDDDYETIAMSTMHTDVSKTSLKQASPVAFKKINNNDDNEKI
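Material: Y1- and CNG-channel-expressing HEK293 cells / Probe or stimulus: NPY 25 nM then isoproterenol 1 µM plus Ro 20-1724 25 µM / Doses: 3.6 µM single dose, DMSO 0.4% / Schedule: compound incubation 1 h at room temperature, readout 45 min post-stimulation / Signal: membrane potential fluorescence / Benchmarks: isoproterenol-only wells as full block versus NPY-plus-isoproterenol wells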
14-3-3 Bad PPI: disrupts binding of bovine 14-3-3 zeta to phospho-Bad peptide. P63103. TR-FRET 14-3-3zeta/Dy647-pBad peptide displacement, 1 h. inhibition, % at 21.7 µM. 0.71% of 220,000 active;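 active = inhibition above about 70%, limit read from the data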;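 also: 0% = full 14-3-3 plus peptide FRET controls and 100% = background without 14-3-3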
Target sequence (P63103 whole entry, looked up): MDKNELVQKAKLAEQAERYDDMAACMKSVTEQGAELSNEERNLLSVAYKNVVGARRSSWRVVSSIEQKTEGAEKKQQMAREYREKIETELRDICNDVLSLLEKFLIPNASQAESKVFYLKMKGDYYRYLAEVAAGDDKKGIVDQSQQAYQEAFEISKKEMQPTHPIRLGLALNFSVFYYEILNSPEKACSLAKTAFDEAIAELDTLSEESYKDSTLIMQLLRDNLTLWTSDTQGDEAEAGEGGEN
EP2 modulator: EP2 receptor (human) modulation; AID 940; induction, % at 25 µM; EP2-expressing cells, cAMP HTRF FRET, PGE2 co-stimulation; P43116; 0.83% of 260,000 active;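 active = compounds whose cAMP rise, as percent of the full-agonist control response, exceeds 60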;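 also: rat C6 glioma line stably carrying human EP2 under a CMV promoter; the protocol text gives 20 µM as final concentration; 100% = response of wells given 1 µM PGE2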
PPC-1+TRAIL kill: kills PPC-1 cancer cells in the presence of TRAIL; PPC-1 cells + TRAIL, ATPLite viability luminescence; cell killing (% activity), % at 4 µM; 0.41% of 220,000 active; AID 1443;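 active = cell killing above 50% in the first pass at 4 µM, then a duplicate retest at 5 µM averaging 50% or more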;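 also: plate controls were cells with TRAIL plus DMSO for no effect and medium-only wells lacking cells for full effect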
TRPN1 ag: agonists of zebrafish TRPN1 channel; HEK293 zebrafish TRPN1-YFP, Fluo-8 calcium fluorescence; 100% = response to 87 µM carbachol; 0.18% of 220,000 active; activation, % at 3 µM;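 active = activation above its plate's cutoff, the mean activation of test wells on that plate plus 3 SD, cut at about 19% in these data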;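 also: 0% = DMSO alone and 100% = 87 µM carbachol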
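System: zebrafish TRPN1-YFP in HEK293 cells / Dosing: 3 µM single point / Timing: dye loading 1 h at 37 °C, then 30 min room temperature / Signal: Fluo-8 calcium fluorescence, excitation 470-495 nm, emission 515-575 nm / Read-out basis: percent activation from peak over basal fluorescence ratio, control-normalized / Control set: high carbachol 87 µM, low DMSO alone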
CHOP inh: blocks CHOP induction under ER stress; inhibition, % at 10 µM; CHO-K1 CHOP-promoter luciferase, tunicamycin-induced, 15-18 h; 3.8% of 220,000 active; AID 2732;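 active = compounds that reduced the stress-induced luciferase reporter signal by more than about 70% of percent inhibition, limit read from the data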;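 also: 0% = tunicamycin plus vehicle and 100% = wells without tunicamycin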
NPY1 pot ag: potentiators or agonists of human neuropeptide Y receptor Y1 | NPY-Y1 expressing cells, potentiator/agonist activation | activation, % at 3.6 µM | 0.37% of 220,000 active | AID 1304; in the data active = activation above about 33%, passing the limit was not always enough;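 also: cells stimulated with NPY at EC10 then isoproterenol at EC100; 0% = low agonist plus stimulus and 100% = saturating agonist plus stimulus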
Starred values were filed as active, the others as inactive; / = no result given; & = joins results of further samples; [ ] = remark or other dose.

Structure,TRPML3 ag,EP2 antag,NPY-Y1 antag,14-3-3 Bad PPI,EP2 modulator,PPC-1+TRAIL kill,TRPN1 ag,CHOP inh,NPY1 pot ag
C=C(Cl)COc1ccc2c(CCCC)cc(=O)oc2c1,0.2,16.4,21.5*,2.6[fluorescence artefact?],19.4,26.6,-1.6,6.9,-14.0
CCn1c(SCC(=O)N2CCCc3ccccc32)nnc1-c1c[nH]c2ccccc12,0.2,9.0,-5.0,-2.1,17.6,-14.5,0.9,20.8,-16.3
CCCCN(CC(=O)NCc1ccc(F)cc1)C(=O)c1ccco1,0.0,5.9,5.0,-2.4,-4.7,0.2,-2.1,-22.6,-7.1
COc1cc(OC)cc(C(=O)OCC(=O)Nc2ccc(F)cc2F)c1,0.1,4.2,5.4,-1.4,-23.5,12.4,1.4,-9.9,-20.0
Cc1cc(C)c(C#N)c(SCc2nc3ccccc3[nH]2)n1,-0.4,12.8,4.5,14.2[fluorescence artefact?],-31.4,10.1,-1.1,6.2,12.1
CCS(=O)(=O)n1nc(-c2ccc(OC)cc2)nc1SC,-0.3,9.9,3.7,-5.8,14.8,22.6,0.2,-1.1,4.8
CCCOc1cccc(C(=O)NC(=S)Nc2cccc(C(F)(F)F)c2)c1,0.7,6.6,11.6,-11.7,34.8,10.2,1.0,12.9,-7.6
COc1ccc(CC(=O)NCc2nnc(SCC(=O)Nc3ccc(OC)cc3)n2C)cc1,0.2,4.9,0.6,-3.3,1.6,14.9,-0.2,12.2,-8.2
O=C(O)CC1CCCC(c2ccccc2)C1=O (centres undefined),0.1,7.0,-5.6,-0.6,30.1,4.9,0.0,17.1,2.4
O=C(NC(CO)Cc1ccccc1)c1ccccc1 (centres undefined),1.2,9.7,2.0,7.2,37.0,25.7,1.1,-13.2,16.4
Cc1cc2cc(C)c3nnc(SCC(=O)NCc4ccc5c(c4)OCO5)n3c2cc1C,0.0,12.6&3.0,-0.2,10.9,-10.9&-8.1,17.9,0.8,36.6,-0.6
COc1ccc(NC(=O)CC(=O)Nc2ccc(OC)cc2OC)c(OC)c1,0.1,7.9,-0.1,-4.4,-21.2,-15.8,-0.4,-14.2,-5.5

Shown as a hit in NPY-Y1 antag (from the list above):
SMILES	TRPML3 ag	NPY-Y1 antag	14-3-3 Bad PPI	EP2 modulator	CHOP inh	NPY1 pot ag
C=C(Cl)COc1ccc2c(CCCC)cc(=O)oc2c1	0.2	21.5*	2.6[fluorescence artefact?]	19.4	6.9	-14.0

Next part.
Structure,TRPML3 ag,EP2 antag,NPY-Y1 antag,14-3-3 Bad PPI,EP2 modulator,PPC-1+TRAIL kill,TRPN1 ag,CHOP inh,NPY1 pot ag
CSCCC(NC(N)=O)C(=O)NCc1ccc(Cl)cc1 (centres undefined),-0.1,13.4,0.7,1.5[fluorescence artefact?],-16.1,20.9,0.0,-17.2,5.4
O=C(CN1C(=O)CC(c2ccccc2)=Nc2ccccc21)NCc1ccccc1,0.2,15.0,9.4,-0.5,15.3,2.8,0.6,28.7,-2.5
Cc1cccc(NC(=O)c2cnn(-c3ccc(F)cc3)c2C2CCNCC2)c1C,0.3,18.9,-2.5,3.0,23.0,12.9,0.7,9.0,1.4
CCOC(=O)c1sc(NC(=O)COC(=O)CNC(=O)c2ccco2)c(C(=O)OCC)c1C,0.6,3.0,0.7,-11.2,4.9,22.1,1.2,32.7,-7.3
Cc1cc(C)c2ccc3c(C)c(C)nc3c2[nH]1,0.3,3.9,7.1,34.5,13.4,26.5,0.1,21.6,-20.9
O=C(COC(=O)[C@@H]1CCCN1C(=O)c1cccs1)NCCc1ccccc1,0.2,3.3,0.0,9.7,-6.4,-18.7,-0.4,-7.5,2.7
Nc1ccccc1NC1=CC(=O)CC(c2ccccc2)C1 (centres undefined),0.1,20.4,-3.6,-16.6,12.7,18.9,1.7,-7.0,-7.5
Cn1nc(C(F)(F)F)c(-c2ccc(Br)cc2)c1NC(=O)C1CCC1C(=O)O (centres undefined),1.3,4.0,/,4.8,-8.7,-25.3,-1.1,-2.4,-5.2
Cc1ccc(NC(=O)c2ccc(CNc3c(N4CCOCC4)c(=O)c3=O)cc2)cc1,0.7,/,4.2,11.3,-11.0,17.9,1.3,-1.4,1.0
Cc1cc(C(C)(C)C)ccc1OCCn1ccnc1,0.3,10.3,7.2,/,-17.2,-6.0,0.5,17.2,-7.2
CCC(C)/C(C)=N/NC(=O)c1cn(-c2ccccc2)nc1-c1ccccc1 (centres undefined),0.2,6.1,8.6,1.5,20.9,-3.5,1.0,16.8,-12.0
Cc1ccc(NC(=O)CN(C)C(=O)CSc2nnc(C(F)(F)F)n2C)cc1,0.8,1.3,0.0,-0.6,-31.0,23.6,-1.5,22.9,12.6

Profiles from above. Values in the order: TRPML3 ag	EP2 antag	NPY-Y1 antag	14-3-3 Bad PPI	EP2 modulator	PPC-1+TRAIL kill	TRPN1 ag	CHOP inh	NPY1 pot ag
Profile of CCOC(=O)c1sc(NC(=O)COC(=O)CNC(=O)c2ccco2)c(C(=O)OCC)c1C : 0.6	3.0	0.7	-11.2	4.9	22.1	1.2	32.7	-7.3
Profile of CCS(=O)(=O)n1nc(-c2ccc(OC)cc2)nc1SC : -0.3	9.9	3.7	-5.8	14.8	22.6	0.2	-1.1	4.8

Next compounds.
Structure,TRPML3 ag,EP2 antag,NPY-Y1 antag,14-3-3 Bad PPI,EP2 modulator,PPC-1+TRAIL kill,TRPN1 ag,CHOP inh,NPY1 pot ag
COc1ccc(/C=N/n2c(-c3ccco3)nc3ccccc3c2=O)cc1,0.3,10.9,6.5,14.4[fluorescence artefact?],6.8,10.9,-0.4,80.0*,-44.3
CCCc1nc2c(o1)CC(CC(C)SCC)CC2=O (centres undefined),0.4,9.3,5.5,-4.8,-10.0,-3.3,0.3,-19.5,13.1
CC(C)NC(=O)C1CCN(C(=O)N(C)C)CC1,0.5,9.7,0.0,9.3[fluorescence artefact?],17.9,26.4,-0.1,5.4,-10.3
CCOc1c(C#N)c(C#N)c2nc(C)cc(C)n12,1.1,13.4,4.4,-10.4,0.4,5.3,2.8,3.0,-1.1
NCCCC[C@@H]1NC(=O)c2cc([N+](=O)[O-])cc(I)c2SC[C@@H](C(N)=O)NC(=O)[C@H](Cc2ccc(O)cc2)NC1=O,0.9,10.2,-2.0,71.8*[fluorescence artefact?],24.3,4.6,-0.8,8.6,-5.3
CC(C)CC(=O)NC(=S)N1CCN(c2ccc([N+](=O)[O-])cc2Cl)CC1,0.6,5.9,2.2,-3.0[fluorescence artefact?],-47.6,1.9,-1.5,69.0,-2.7
COc1ccccc1NC(=O)CSc1nnc(CC(=O)Nc2ccccc2)n1C,0.9,10.6,2.2,3.5[fluorescence artefact?],11.8,9.0,1.1,-3.1,12.8
O/C(=C\Sc1nnc(Cc2ccccc2)o1)c1ccc(F)cc1,0.2,2.6,-2.0,5.1,0.7,3.0,0.0,-3.8,0.5
O=C(CN(C(=O)c1csnn1)c1cccc2ccccc12)NC1CCCC1,0.5,6.0,-2.5,2.3,-15.1,8.6,-0.2,-28.0,1.3
Cc1cccc2cc3c(NC(=O)CC(C)C)nn(C)c3nc12,0.3,13.7,-4.7,-3.1,-20.7,4.4,0.7,48.6,-0.3
O=C1c2nc3cc(-c4ccccc4)[nH]n3c(=O)c2CN1Cc1ccccc1,0.1,7.9,/,3.9,-40.7,-10.5,1.1,-1.6,15.9
CCOc1cc(C)c(-c2onc(C(F)(F)F)c2-c2csc(C)n2)c(O)c1,0.0,3.4,0.2,-20.7[fluorescence artefact?],34.4,0.5,0.8,104.9*,9.3
O=C(C1COc2ccccc2O1)N1CCCC1 (centres undefined),0.3,7.3,-4.6,-9.6,38.8,19.4,-0.8,1.3,2.3
Cc1ccc(-c2csc(NC(=O)/C=C/c3cccs3)n2)cc1C,0.0,10.8,5.4,9.8,7.5,-5.0,0.7,30.2,-8.6
CCOP(=O)(OCC)c1nc(Cc2ccccc2)oc1NCc1ccccc1,-0.2,18.8,/,-5.7,3.2,3.5,-1.8,3.5,3.1
CCOC(=O)C(NC(=O)c1ccccc1OCC)(Nc1ncccn1)C(F)(F)F (centres undefined),-1.1,11.9,5.5,8.9,53.6,-12.7,-0.8,50.9,4.9
COc1ccc(CCNC(=O)c2ccc(N(C)S(=O)(=O)c3ccccc3)cc2)cc1,2.2,4.3,/,4.9,-83.6,24.5,6.4,-5.8,-7.8
CCOC(=O)Cn1c(-c2nonc2NC(=O)c2ccccc2F)nc2ccccc21,0.3,8.1,0.5,2.4[fluorescence artefact?],5.2,-0.8,0.6,2.5,-33.7
O=C(Cn1c(N2CCN(c3ccccc3)CC2)nc2ccccc21)c1ccccc1,0.7,/,-4.4,13.3,15.2,7.2,0.2,-27.0,3.7
Cc1csc(NC(=O)CSc2nnc(-c3ccc(S(=O)(=O)N4CCCC4)cc3)o2)n1,0.1,8.3&15.4,-2.1,-6.2,9.8&6.7,0.8,0.5,11.7,-10.8
NC1=NC[C@@H](Cc2ccc(O)cc2)N1CCCCC1CCCCC1,/,28.9,/,-5.6,4.8,31.4,/,9.3,/
COC(=O)c1ccc(CN2C(=O)NC3(CCCCC3)C2=O)cc1,1.9,1.8,2.7,-13.9,13.6,-15.6,1.4,-3.6,-6.7
O=C(CC1C(=O)NCCN1C(=O)Nc1ccc(F)cc1F)Nc1cc(Cl)ccc1Cl (centres undefined),0.2,5.2,/,-2.7,-61.7,21.3,1.0,-9.0,27.3
O=C1CCCc2c1cc(C(=O)NCc1ccco1)c(=O)n2-c1ccc(Cl)cc1,0.6,7.7,10.1,-2.1,-19.3,29.3,-0.9,-7.8,3.4

The list is partial; the hit share may differ from the screen's.
